Screens (PubChem BioAssay)
TRPC6 inhibitor – mouse TRPC6 channel inhibition; hit rate 1.1% among 310,000; HEK293-TRPC6, membrane potential dye, ACh-evoked depolarization; stronger effect = lower value; B-score at 10 µM;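 active means B-score under library mean minus 3 SD, initial fluorescence not abnormally high, positive integrated signal ratio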;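 further: B-score derived from integrated fluorescence ratio over the kinetic read; more negative B-score means stronger inhibition of depolarization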
MrgX1 antagonist – human MrgX1 receptor antagonism, primary screen | AID 588676 | MRGX1-HEK293 calcium flux, Fluo-4, BAM8-22 antagonism; stronger effect = lower value | B-score at 10 µM | Q96LB2 | hit rate 1.3% among 310,000;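 active means calcium-response B-score plate-corrected more than 3 library SD below zero, starting fluorescence within 5 deviations, no agonist response on first addition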;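 further: peak minus trough fluorescence over baseline after final BAM8-22 challenge near maximal dose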
TRPC6 act – mouse TRPC6 channel activation. Q61143. B-score at 10 µM. HEK293-TRPC6 membrane potential dye fluorescence; stronger effect = higher value. hit rate 0.13% among 310,000;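 active means B-score of the integrated fluorescence ratio above library mean plus 3 SD, and starting fluorescence ratio within library mean plus 5 SD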;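 further: higher score means more depolarization so channel activation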
ANO1 block – inhibitors of mouse TMEM16A calcium-activated chloride channel. HEK293 TMEM16A/YFP iodide influx fluorescence, ionomycin. normalized B-score (activity score, 25-100; higher = stronger inhibition) at 10 µM. hit rate 1.2% among 310,000;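 active means ratio plate-corrected score three or more library SD toward inhibition, starting fluorescence score within five deviations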;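 further: score derived from kinetic fluorescence span divided by baseline fluorescence per well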
Target sequence (Q8BHY3 whole entry, looked up): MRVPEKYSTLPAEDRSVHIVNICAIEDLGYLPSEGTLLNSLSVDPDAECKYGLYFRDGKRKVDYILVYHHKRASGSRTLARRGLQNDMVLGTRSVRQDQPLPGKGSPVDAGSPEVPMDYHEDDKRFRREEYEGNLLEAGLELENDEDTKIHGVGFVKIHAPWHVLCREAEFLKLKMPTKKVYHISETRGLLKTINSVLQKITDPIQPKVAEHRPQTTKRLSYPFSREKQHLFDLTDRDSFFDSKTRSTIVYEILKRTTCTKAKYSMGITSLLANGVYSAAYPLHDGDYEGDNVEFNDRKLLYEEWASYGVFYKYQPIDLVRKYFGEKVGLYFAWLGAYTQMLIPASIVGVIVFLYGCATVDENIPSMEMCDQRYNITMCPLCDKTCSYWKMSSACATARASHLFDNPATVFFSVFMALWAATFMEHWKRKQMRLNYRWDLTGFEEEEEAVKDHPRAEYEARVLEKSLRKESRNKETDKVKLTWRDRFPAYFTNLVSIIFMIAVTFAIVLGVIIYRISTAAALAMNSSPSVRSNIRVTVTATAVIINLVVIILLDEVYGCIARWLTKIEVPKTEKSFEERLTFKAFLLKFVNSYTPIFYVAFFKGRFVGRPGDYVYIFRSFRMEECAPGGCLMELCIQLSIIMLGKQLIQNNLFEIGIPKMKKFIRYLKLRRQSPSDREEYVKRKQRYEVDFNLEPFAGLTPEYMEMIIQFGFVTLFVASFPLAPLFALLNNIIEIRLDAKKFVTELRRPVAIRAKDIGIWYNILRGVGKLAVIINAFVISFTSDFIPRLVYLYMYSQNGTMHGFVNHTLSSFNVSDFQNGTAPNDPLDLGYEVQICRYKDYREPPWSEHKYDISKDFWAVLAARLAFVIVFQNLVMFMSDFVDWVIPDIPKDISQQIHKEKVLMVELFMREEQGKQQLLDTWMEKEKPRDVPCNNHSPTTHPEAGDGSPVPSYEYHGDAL
TRPC4 act – TRPC4 (mouse) channel activation; Q9QUQ5; HEK293 TRPC4beta/mu-opioid, Fluo4 calcium fluorescence; stronger effect = higher value; B-score at 10 µM; hit rate 0.49% among 310,000; AID 2237;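 active means B-score above 5 SD of library B-scores, and initial fluorescence ratio not above library mean plus 5 SD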;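 further: positive B-score marks a calcium rise read as TRPC4 activation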
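System – HEK293 cells stably co-expressing mouse TRPC4beta and mu-opioid receptor · Signal – Fluo4 calcium-sensitive dye fluorescence, kinetic, 1 Hz baseline · Benchmarks – buffer (low) and maximal DAMGO (high) · Read-out – B score of integrated fluorescence ratio per well · Incubation – dye loading 45 min room temperature, 110 s kinetic read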
MrgX1 ag – human MrgX1 receptor agonism, primary screen. B-score at 10 µM. AID 588627. hit rate 0.44% among 310,000. MrgX1-HEK293 cells, Fluo-4 calcium fluorescence, agonist mode; stronger effect = higher value. Q96LB2;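 active means calcium response B-score plate-corrected fluorescence ratio at least 3 library SD, with starting fluorescence B-score inside 5 SD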
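Material: MrgX1-expressing HEK293 cells / Dosing: compound as first of three additions / Incubation: overnight seeding, then 1 h dark dye loading / Signal: Fluo-4 NW calcium fluorescence / Evaluation: B-scored fluorescence response ratio / Benchmarks: positive and negative control wells on each plate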
ANO1 activ – activates or potentiates the mouse TMEM16A chloride channel; HEK293 TMEM16A/YFP-H148Q/I152L, iodide quench fluorescence; stronger effect = lower value; B-score at 10 µM; hit rate 0.3% among 340,000;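 active means fluorescence-ratio B-score plate-corrected deviation score at least 3 library SD below zero, with starting fluorescence score within 5 deviations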;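 further: channel opened by trigger with iodide after compound preincubation; score built on the fluorescence ratio of max minus min over baseline; more negative score means more quench and so TMEM16A activation or potentiation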
MrgX1 allo act – human MrgX1 positive allosteric modulation, primary screen; MrgX1-HEK293, Fluo-4 calcium flux, FDSS; stronger effect = higher value; hit rate 0.63% among 310,000; B-score at 10 µM;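 active means plate-corrected calcium response at least 3 library SD above typical, normal starting fluorescence, not activating the receptor alone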;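 further: compound read alongside a low EC10 to EC30 dose of BAM8-22 agonist; peak minus trough fluorescence over baseline measured at the second addition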
TRPC4 block – blocks the mouse TRPC4 cation channel; Q9QUQ5; HEK293 TRPC4beta/mu-opioid, DAMGO-evoked Fluo4 calcium flux; stronger effect = lower value; hit rate 0.39% among 300,000; B-score at 10 µM;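 active means B-score over 3 SD under the library average, no early fluorescence shift, positive overall ratio signal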
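test system = HEK293 cells with stable TRPC4beta plus mu-opioid receptor expression | detection = Fluo4 Ca2+ flux fluorescence | read-out = integrated fluorescence ratio relative to baseline, converted to per-well B score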
SKKanGAS inh – SKKanGAS growth inhibition. S. pyogenes SKKanGAS, kanamycin growth, BacTiter-Glo, 6 h. inhibition, % at 7.5 µM. hit rate 1.3% among 300,000. AID 1662;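 active means mean replicate score, as percent of positive control median, at least 50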;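 further: strain carries kanamycin resistance gene driven by streptokinase promoter and grows in 40 µg/ml kanamycin; loss of luminescence reflects streptokinase promoter inhibition or plain growth inhibition; 0% = median of DMSO wells and 100% = positive control at its reference dose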
TRPC4 potent – allosteric potentiators of mouse TRPC4 channel; AID 2227; hit rate 0.42% among 310,000; Q9QUQ5; HEK293 TRPC4beta/mu-opioid, DAMGO EC20, Fluo-4 Ca2+ flux; stronger effect = higher value; B-score at 10 µM;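 active means B-score of calcium response area above 5 SD of library B-scores, with initial fluorescence ratio within 5 SD of library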;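 further: B-score of integrated fluorescence ratio over time as area under calcium response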
The depositor's hits bear a star; i = inactive; x = no result given.

Second line of a record – TRPC6 inhibitor, MrgX1 antagonist, TRPC6 act, ANO1 block, TRPC4 act, MrgX1 ag, ANO1 activ, MrgX1 allo act, TRPC4 block, SKKanGAS inh, TRPC4 potent
1) Cc1ccnc(NC(=O)c2ccc(S(=O)(=O)c3ccccc3)cc2)c1
    i, i, i, i, i, i, i, i, i, -6, i
2) Cc1ccc(Nc2ncccc2C(N)=O)cc1
    i, i, i, i, i, i, i, i, i, 1, i
3) Cc1c(C)c2ccc(OCC(=O)N[C@@H](Cc3c[nH]c4ccccc34)C(=O)O)cc2oc1=O
    i, i, i, i, i, i, i, i, i, 0, i
4) CS(=O)(=O)N1CCN(c2ccc(NC(=O)c3cccnc3Cl)cc2)CC1
    i, i, i, i, i, i, i, i, i, 2, i
5) CCc1nc(N2CCN(S(=O)(=O)c3ccc(Br)cc3)CC2)c2c(C)c(C)sc2n1
    i, i, i, i, i, i, i, i, i, 11, i
6) CC1(C)CC(=O)C2=C(C1)C(c1cn(-c3ccccc3)nc1-c1ccccc1)C(C#N)=C(N)O2 (stereo not given)
    i, i, i, i, i, i, i, i, i, 1, i
7) CCNC(=S)Nc1ccc(OC(F)(F)F)cc1
    i, i, i, i, i, i, i, i, i, -2, i
8) COc1ccc(CNC2CCN(Cc3ccccc3)CC2)cc1
    i, i, i, i, i, i, i, i, i, 7, i
9) CCN(CC)S(=O)(=O)c1ccc(OC)c(NC(=O)C2CC(=O)N(c3ccc(C)cc3)C2)c1 (stereo not given)
    i, i, i, i, i, i, i, i, i, -8, i
10) COc1ccccc1/C=C(/C#N)C(=O)O
    i, i, i, i, i, i, i, i, i, -1, i
11) O=C(C1=NN[C@@H]2C(=O)N(c3cccc(F)c3)C(=O)[C@H]12)c1cnccn1
    i, i, i, i, i, i, i, i, i, 5, i
12) Cc1cc(C)nc(N(C#N)CN2C(=O)c3ccccc3S2(=O)=O)n1
    i, i, i, i, i, i, i, i, i, -1, i
13) COc1ccc(CNC(=O)CCSCc2cccc(Cl)c2)cc1
    i, i, i, i, i, i, i, i, i, -3, i
14) COc1ccc(C(CC(=O)NCC(OC)OC)NS(=O)(=O)c2ccc(Cl)cc2)cc1 (stereo not given)
    i, i, i, i, i, i, i, i, i, -5, i
15) CC(C)Cc1ccc(C(C)C(=O)N2CCOCC2)cc1 (stereo not given)
    i, i, i, i, i, i, i, i, i, -9, i
16) Cc1cc(C)nc(/N=C2\NC(=O)CC(C(=O)O)N2c2ccc(C)c(C)c2)n1 (stereo not given)
    i, i, i, i, i, i, i, i, i, 8, i
17) Cc1ccccc1N1C(=O)C2C3C=CC(CC3)C2C1=O (stereo not given)
    i, i, i, i, i, i, i, i, i, -8, i
18) Cc1ccc(S(=O)(=O)NCCc2cccs2)cc1
    i, i, i, i, i, i, i, i, i, 8, i
19) COc1ccc(C(=O)c2c(C(F)(F)F)oc3c2C(=O)c2ccccc2C3=O)cc1OC
    i, i, i, i, i, i, i, i, i, 100*, i
20) O=C(Nc1cccc(F)c1)C1CC(=O)N(c2ccc(Cl)cc2)C1 (stereo not given)
    i, i, i, i, i, i, i, i, i, 4, i
21) COc1cc(NC(=O)c2ccco2)c(OC)cc1NC(=O)CSc1ncc(-c2ccc(F)cc2)[nH]1
    i, i, i, i, i, i, i, i, i, 8, i
22) Cn1c(CN2CCCCC2)nc2cc([N+](=O)[O-])ccc21
    i, i, i, i, i, i, i, i, i, -2, i
23) OC(COCCOc1ccc(Br)cc1)CN1CCCCC1 (stereo not given)
    i, i, i, i, i, i, i, i, i, -16, i
24) COc1ccc(CCN(C)C(=O)CNC(=O)Cc2cccc3ccccc23)cc1OC
    i, i, i, i, i, i, i, i, i, 8, i
25) O=C(O)/C(=C\c1ccccc1OC(F)F)c1ccc(-c2ccccc2)cc1
    i, i, i, i, i, i, i, i, i, 2, i
26) COc1cc(OC)cc(C(=O)NC2CCCCCCC2)c1
    i, i, i, i, i, i, i, i, i, 5, i
27) Cc1ccc(NC2c3ccccc3C(=O)N2c2cccnc2)cc1 (stereo not given)
    i, i, i, i, i, i, i, i, i, 4, i
28) O=C(/C=C\c1ccc(-c2cccc([N+](=O)[O-])c2)o1)N1CCOCC1
    i, i, i, i, i, i, i, i, i, -6, i
29) CCOc1ccccc1C(=O)Nc1nnc(SCC(=O)N2CCOCC2)s1
    i, i, i, i, i, i, i, i, i, -4, i
30) Cc1ccc(C)n1-n1cnc2sc(-c3ccccc3)cc2c1=O
    i, i, i, i, i, i, i, 7.8*, i, 2, i

New compounds follow
Second line of a record – TRPC6 inhibitor, MrgX1 antagonist, TRPC6 act, ANO1 block, TRPC4 act, MrgX1 ag, ANO1 activ, MrgX1 allo act, TRPC4 block, SKKanGAS inh, TRPC4 potent
31) CCOC(=O)CCSc1nc(-c2ccccc2)cc(C(F)(F)F)n1
    i, i, i, i, i, i, i, i, i, 26, i
32) CNC(=O)c1ccccc1Sc1ccccc1C#N
    i, i, i, i, i, i, i, i, i, -6, i
33) Cn1ccc(NC(=O)Nc2ccc(Cl)cc2)n1
    i, i, i, i, i, i, i, i, i, -4, i
34) NNc1nc2ccc(F)cc2s1
    i, i, i, i, i, i, i, i, i, 3, i
35) COc1ccc(CNC(=O)C(C)N(C)Cc2cccc(F)c2)cc1 (stereo not given)
    i, i, i, i, i, i, i, i, i, -3, i
36) CC1=NCCN1CCNC(=O)Nc1cc(C)cc(C)c1
    i, i, i, i, i, i, i, i, i, -6, i
37) COc1ccc(CNC(=O)CSc2nc3ccccc3n2C(C)=O)cc1
    i, i, i, i, i, i, i, i, i, -7, i
38) C#CCOc1c(Br)cc(/C=C2/C(=O)ON=C2C)cc1OC
    i, i, i, i, i, i, i, i, i, 1, i
39) Cc1ccc(N(CC(=O)NCC2CCCO2)C(=O)CNS(=O)(=O)c2ccc(Cl)cc2)cc1 (stereo not given)
    i, i, i, i, i, i, i, i, i, 27, i
40) CSCCC(NC(=O)OC(C)(C)C)C(=O)Oc1ccc2c(=O)c(-c3ccc4c(c3)OCCO4)coc2c1 (stereo not given)
    x, i, x, i, x, i, i, i, x, x, x
41) O=C1CCN(Cc2cccnc2)CCN1[C@H](CO)Cc1ccccc1
    i, i, i, i, i, i, i, i, x, 0, i
42) O=c1c2ccccc2c(C=NCCO)c(O)n1-c1ccccc1
    i, i, i, i, i, i, i, i, i, -3, i
43) CN1C2CCC1CC(NC(=O)c1cc(Cl)cc3[nH]cnc13)C2 (stereo not given)
    i, i, i, i, i, i, i, i, i, -3, i
44) COc1ccc(/C=C(\NC(=O)c2ccco2)C(=O)NCCc2nc3ccccc3[nH]2)cc1
    i, i, i, i, i, i, i, i, i, 3, i
45) COC(=O)c1sc(-c2ccccc2)cc1NC(=O)c1cc(OC)cc(OC)c1
    i, i, i, i, i, i, i, i, i, 6, i
46) CCOC(=O)N1CCN(C(=O)c2c[nH]c3ccc(S(=O)(=O)N(C)c4ccc(OCC)cc4)cc3c2=O)CC1
    i, i, i, i, i, i, i, i, i, -1, i
47) O=C(NC1CCN(S(=O)(=O)c2ccc(F)cc2)CC1)c1ccccc1
    i, i, i, i, i, i, i, i, i, 5, i
48) COc1cccc(-c2nc(-c3cccs3)no2)c1
    i, i, i, i, i, i, i, i, i, -9, i
49) O=C(COc1ccccc1)Nc1ccc(NC(=O)c2ccco2)cc1
    i, i, i, i, i, i, i, i, i, 4, i
50) COc1ccc(C(c2nnnn2C2CCCC2)N2CCC(C(N)=O)CC2)c(OC)c1 (stereo not given)
    i, x, i, x, i, x, i, x, i, -2, i
51) CCC(=O)N(Cc1ccc(S(N)(=O)=O)cc1)C1CC(=O)N(c2ccc(OC)cc2)C1=O (stereo not given)
    i, i, i, i, i, i, i, i, i, 1, i
52) COc1ccc(NC(=O)c2[nH]c(C)c(C(C)=O)c2C)cc1S(=O)(=O)N1CCOCC1
    i, i, i, i, i, i, i, i, i, 4, i
53) C=C(C(=O)c1ccccc1)C(C)CC(=O)c1ccccc1 (stereo not given)
    i, i, i, i, i, i, i, i, i, 12, i
54) Cc1cc(NC(=O)CSc2ccccn2)no1
    i, i, i, i, i, i, i, i, i, 3, i
55) O=C1c2cccc3cccc(c23)C(=O)N1c1ccc2ncccc2c1
    x, i, x, i, x, i, i, i, x, x, x
56) C=CCC(C(=O)NC(C)c1ccccc1)C(=O)NC(C)c1ccccc1 (stereo not given)
    i, i, i, i, i, i, i, i, i, -5, i
57) COc1ccc(NC(=S)N(CCCN2CCOCC2)Cc2cn(C)c3ccccc23)cc1OC
    i, i, i, i, i, i, i, i, i, -7, i
58) COc1cccc2sc(N3CCN(C(=O)c4ccc([N+](=O)[O-])o4)CC3)nc12
    i, i, i, i, i, i, i, i, i, 12, i
59) COc1ccc(-c2nc3n(n2)C(c2ccccc2Cl)C(C(N)=O)=C(C)N3)cc1 (stereo not given)
    i, i, i, i, i, i, i, i, i, -3, i
60) CCN(CC)S(=O)(=O)c1cccc(NC(=O)CCNC(=O)NC23CC4CC(CC(C4)C2)C3)c1
    i, i, i, i, i, i, i, i, i, -4, i

New compounds follow.
Second line of a record – TRPC6 inhibitor, MrgX1 antagonist, TRPC6 act, ANO1 block, TRPC4 act, MrgX1 ag, ANO1 activ, MrgX1 allo act, TRPC4 block, SKKanGAS inh, TRPC4 potent
61) O=C(N/N=C1/SCC(=O)N1Cc1ccco1)c1ccccc1F
    i, i, i, i, i, i, i, i, i, -2, i
62) CCOc1ccc(-c2nnc(SCc3nc4ccccc4[nH]3)n2N)cc1
    i, i, i, i, i, i, i, i, i, 4, i
63) CCC(C)Oc1ccc(/C=C/c2[nH]c(=O)[nH]c(=O)c2[N+](=O)[O-])cc1OC (stereo not given)
    i, i, i, i, i, i, i, i, i, 9, i
64) Cc1ccc(C)c(N2CCN(C(=O)Cn3c(=O)[nH]c4ccsc4c3=O)CC2)c1
    i, i, i, i, i, i, i, i, i, -3, i
65) Cc1cccc(C=Nc2ccc3c4c(cccc24)CC3)c1O
    i, i, i, i, i, i, i, i, i, -5, i
66) CCc1nc(SCC(=O)Nc2nccs2)c2oc3ccccc3c2n1
    i, i, i, i, i, i, i, i, i, -1, i
67) Cc1ccc(C(=O)NCCc2nnc3ccc(SCC(=O)Nc4ccc(C)cc4C)nn23)cc1
    i, i, i, i, i, i, i, i, i, -1, i
